Assay outcomes: PubChem BioAssay, National Center for Advancing Translational Sciences (NCATS)
RORgamma inh: qHTS for inhibitors of ROR gamma transcriptional activity; Potency, µM (doses to about 53.6 µM), inactives show top-dose activity change, negative = inhibition, usual class: inhibitors; Drosophila S2 Gal4-RORgamma UAS-luciferase reporter, 20 h; hit rate 5.4% among 310,000; AID 2551, 2010; also: potency is read from the fitted curve at half-maximal effect; % is scaled to controls: 0 for no effect and ±100 for the full control effect; nearly all actives have a fitted effect of over 60% in size
Target sequence (P51450 whole entry, looked up, the tested form may be a part): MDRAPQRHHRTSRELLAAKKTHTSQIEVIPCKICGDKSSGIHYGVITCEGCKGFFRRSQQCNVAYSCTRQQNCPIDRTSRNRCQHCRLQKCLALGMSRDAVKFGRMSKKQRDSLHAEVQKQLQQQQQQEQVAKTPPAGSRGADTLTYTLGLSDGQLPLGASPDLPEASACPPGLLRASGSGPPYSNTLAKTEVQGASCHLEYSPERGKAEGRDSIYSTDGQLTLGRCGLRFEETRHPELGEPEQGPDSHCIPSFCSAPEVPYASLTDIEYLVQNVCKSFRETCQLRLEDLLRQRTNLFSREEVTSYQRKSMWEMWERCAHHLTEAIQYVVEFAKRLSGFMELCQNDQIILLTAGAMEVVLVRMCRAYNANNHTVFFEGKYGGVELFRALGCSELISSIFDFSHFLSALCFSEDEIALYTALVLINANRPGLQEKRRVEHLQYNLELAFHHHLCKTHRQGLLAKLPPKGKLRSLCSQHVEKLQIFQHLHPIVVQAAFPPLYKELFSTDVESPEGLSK
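Stable Schneider cell line, Gal4 DNA-binding domain fused to ROR gamma, UAS-luciferase. Cmpd 1 hr RT → CuSO4 700 uM final → 20 hr RT → luciferase reagent 10 min → luminescence.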
VP16 counter: VP16 counterscreen qHTS for inhibitors of ROR gamma transcriptional activity; Drosophila S2 Gal4-VP16 UAS-luciferase, luminescence, 20 h; hit rate 3.5% among 310,000; Potency, µM (doses to about 53.6 µM), for the others: at the top dose activity, negative = inhibition, most hits filed as inhibitors;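 also: Gal4-VP16 expression switched on by copper sulfate through the metallothionein promoter; potency is read from the fitted curve at half-maximal effect; % is scaled to controls: 0 for no effect and ±100 for the full control effect; nearly all actives have a fitted effect of over 50% in size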
p53 reactivation: qHTS assay for re-activators of p53 using a Luc reporter; H1299 p53-A138V BP100-luciferase reporter, luminescence, 24 h; Potency, µM (top dose mostly 92.2 µM), inactives show top-dose activity change, positive = activation, hits mostly activators; hit rate 0.063% among 320,000; AID 504706, 2011; also: potency is read from the fitted curve at half-maximal effect; % of control where 0% means no effect; nearly all actives have a fitted effect of over 45% in size
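H1299 (p53-null), stable ts p53-A138V + BP100-Luc; 1000 cells/well, Opti-MEM/10% FBS; cpd 4 pt, 1:5; 24 h, 37 deg C, 5% CO2; detection reagent 10 min RT; luminescence.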
NPC1 prom act: qHTS Assay for NPC1 Promoter Activators. AID 485313, 2010. Potency, µM (top dose mostly 9.22 µM), for inactives: top-dose activation, most hits filed as activators. Huh7 NPC1 promoter luciferase reporter, 24 h. hit rate 2.4% among 320,000;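 also: potency is read from the fitted curve at half-maximal effect; % of control where 0% means no effect; nearly all actives have a fitted effect of over 60% in size; reporter is driven by a mutant NPC1 promoter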
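Luciferase expression driven by the NPC1 promoter was measured in stably transfected Huh7 cells after a 24 h compound incubation, using a luciferase reagent and a luminescence read.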
Tb PFK inh: qHTS Assay to Find Inhibitors of T. brucei phosphofructokinase | T. brucei PFK, ADP-Glo luminescence | Potency, µM (doses to about 57.5 µM), inactives show at the top dose activity, negative = inhibition, most hits filed as inhibitors | hit rate 0.17% among 330,000 | AID 485367, 2010;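 also: potency is read from the fitted curve at half-maximal effect; 0% = uninhibited 1x PFK enzyme wells and -100% = no-enzyme wells; nearly all actives have a fitted effect of over 60% in size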
Target sequence (O15648 whole entry, looked up): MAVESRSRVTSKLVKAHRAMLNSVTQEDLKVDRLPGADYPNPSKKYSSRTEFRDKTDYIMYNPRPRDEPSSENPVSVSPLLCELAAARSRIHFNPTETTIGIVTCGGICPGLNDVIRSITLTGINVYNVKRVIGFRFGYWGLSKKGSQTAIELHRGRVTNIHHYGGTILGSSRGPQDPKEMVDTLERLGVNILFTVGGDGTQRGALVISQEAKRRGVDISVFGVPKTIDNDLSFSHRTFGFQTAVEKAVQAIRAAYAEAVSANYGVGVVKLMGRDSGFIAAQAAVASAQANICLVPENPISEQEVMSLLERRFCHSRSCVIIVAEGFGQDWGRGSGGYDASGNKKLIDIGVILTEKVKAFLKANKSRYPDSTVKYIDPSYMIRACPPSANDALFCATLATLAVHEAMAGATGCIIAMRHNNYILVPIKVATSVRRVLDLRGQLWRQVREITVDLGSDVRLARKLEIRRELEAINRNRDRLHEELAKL
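In TEA buffer at pH 8.0 with 5 mM MgCl2, enzyme (1.25 nM) converted F6P (0.5 mM) and ATP (0.1 mM) for 45 min at room temperature. ADP product was read by luciferase luminescence.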
Rab9 promoter act: qHTS Assay for Rab9 Promoter Activators. Huh7 Rab9 promoter-luciferase reporter, luminescence, 24 h. Potency, µM (highest dose often 9.22 µM), for the others: top-dose activation, negative = inhibition, actives largely listed as activators. hit rate 2.8% among 320,000. AID 485297, 2010; also: potency is read from the fitted curve at half-maximal effect; % of control where 0% means no effect; nearly all actives have a fitted effect of over 60% in size
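Quantitative HTS format; Huh7 Rab9-luciferase reporter cells (1500/well) receive compound 2 h post-plating, incubate 24 h at 37 °C, then get luciferase reagent for 10 min before luminescence reading.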
ELG1 repair inh: qHTS screen for small molecules that inhibit ELG1-dependent DNA repair in human embryonic kidney (HEK293T) cells expressing luciferase-tagged ELG1; HEK293T ELG1-luciferase reporter, luminescence, 16 h; DNA damage induced by 5-fluorouridine; Potency, µM (top dose mostly 46.1 µM), for inactives: top-dose activity change, negative = inhibition, hits mostly inhibitors; hit rate 2.3% among 330,000; also: potency is read from the fitted curve at half-maximal effect; % is scaled to controls: 0 for no effect and ±100 for the full control effect; nearly all actives have a fitted effect of over 55% in size
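DMSO vehicle served as the neutral condition. Each well held 2,000 cells given 5-fluorouridine plus compound; after 16 hr at 37 °C/5% CO2, ONE-Glo was added and luciferase measured 30 min later.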
FLuc modulator: qHTS profiling assay for firefly luciferase inhibitor/activator using purifed enzyme and Km concentrations of substrates (counterscreen for miR-21 project); Luciferin 4-monooxygenase (Photinus pyralis), P08659; purified FLuc, Km substrates, luminescence inhibition; Potency, µM (top dose mostly 57.5 µM), inactives show top-dose activity change, negative = inhibition, hits mostly inhibitors; hit rate 6.9% among 360,000; AID 588342, 2011;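 also: potency is read from the fitted curve at half-maximal effect; plate controls were vehicle for no effect and reference inhibitor for full effect; nearly all actives have a fitted effect of over 55% in size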
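Purified P. pyralis luciferase, 10 nM final, with Km-level 10 uM D-luciferin and 10 uM ATP in 50 mM Tris acetate pH 7.5, 10 mM Mg acetate, 0.01% Tween-20, 0.05% BSA; 6-point qHTS titration about 60 µM downward; luminescence read.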
TRPV1 agonist: HTS Assay for Compounds that Act as Agonists of the Vanilloid Receptor 1. Transient receptor potential cation channel subfamily V member 1 (Homo sapiens), Q8NER1. TRPV1-expressing cells, Fluo-8 calcium influx, agonist mode. activation, % at 8.33 µM. hit rate 0.19% among 320,000. AID 540275, 2011; in the data active = activation above about 80%; inconclusive = between about 30% and that limit; also: 0% is about no effect
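Cells expressing TRPV1 were dye-loaded with Fluo-8 and read kinetically: 10 s baseline, 3 min after compound (agonist portion), then 2 min after EC20 capsaicin (allosteric enhancer portion). Calcium-bound dye fluorescence at 480/520 nm.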
ELG1 genotoxic: qHTS screen for small molecules that induce genotoxicity in human embryonic kidney (HEK293T) cells expressing luciferase-tagged ELG1; AID 504466, 2011; HEK293T ELG1-luciferase reporter, luminescence, 16 h; Potency, µM (top dose mostly 46 µM), for inactives: top-dose activity change, positive = activation, actives largely listed as activators; hit rate 1.3% among 330,000; also: potency is read from the fitted curve at half-maximal effect; % of control where 0% means no effect; nearly all actives have a fitted effect of over 60% in size
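Genotoxic stress is detected as increased luminescence from luciferase-tagged ELG1 in HEK293T cells, measured with ONE-Glo after a 16 hr treatment at 37 °C.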
BRCA1 expr act: qHTS Assay to Identify Small Molecule Activators of BRCA1 Expression; hit rate 1.1% among 380,000; Potency, µM (highest dose often 46.1 µM), inactives show at the top dose activation, actives largely listed as activators; MCF7-BRCA1-FFLuc reporter, luminescence, 48 h; response scale: scaled: vehicle 0%, 10 µM genistein 100%; also: potency is read from the fitted curve at half-maximal effect; nearly all actives have a fitted effect of over 80% in size; some results filed as inactive show a strong effect at the top dose
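Using MCF7 cells harboring a BRCA1 firefly luciferase reporter, plated 2 h before compound pinning, the screen measured luminescence after 48 h incubation. Responses were normalized to DMSO and 10 microM genistein, then fitted for concentration-effect.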
* marks the source's active call; other numbers are inactive results; ? = inconclusive; · = not tested or not shown; & = joins results of further samples; [ ] = remark or other dose. Unless noted, calls follow the shape of the dose curve; as a rule, active = well fitted curve in the direction sought with a large enough effect; inconclusive = small, poorly fitted or top-dose-only effect, or another doubt; inactive = no such curve, though single readings can be large; an effect the other way counts as inactive or inconclusive.

Letter code – A = RORgamma inh; B = VP16 counter; C = p53 reactivation; D = NPC1 prom act; E = Tb PFK inh; F = Rab9 promoter act; G = ELG1 repair inh; H = FLuc modulator; I = TRPV1 agonist; J = ELG1 genotoxic; K = BRCA1 expr act
O=C(N/N=C/c1cc([N+](=O)[O-])ccc1O)c1cccc(NC(=O)c2cccc(Cl)c2)c1
  A: 4.5µM*	B: ?	C: 6%	D: -36%[inhibitor]	E: -22%	F: -18%	G: ?	H: -8%	I: -2	J: 11%	K: -42%
COCCN(CCOC)Cc1c(C)[nH]c2ccccc2c1=O
  A: -12%[0.365 µM]	B: ·	C: 1%	D: 6%	E: -4%	F: 0%	G: 16%	H: 1%	I: 3	J: 2%	K: 1%
CCOc1cc(S(=O)(=O)NC2CC(C)(C)NC(C)(C)C2)ccc1Cl
  A: -20%	B: -1%	C: 2%	D: -5%	E: 2%	F: -5%[1.84 µM]	G: 2%	H: 0%	I: -3	J: 2%	K: 0%
C[C@H](NC(=O)c1nc[nH]c1C(=O)NCCCCCN)C(=O)OCc1ccccc1
  A: ·	B: ·	C: -3%	D: -7%	E: -1%	F: 8%	G: 2%	H: 4%	I: -4	J: 1%	K: 1%
Cc1ccc(COC(=O)CCc2nc3ccccc3c(=O)[nH]2)cc1
  A: 29%	B: 5%	C: -3%	D: -2%	E: 6%	F: -6%	G: -8%	H: -1%	I: 3	J: 0%	K: -6%
c1ccc(-c2cc3c(N4CCCCC4)ncnc3s2)cc1
  A: -36%	B: -5%	C: -2%	D: -2%	E: 1%	F: -2%	G: -25%	H: ?	I: 24	J: -8%	K: -61%
CCCCCCCC[n+]1cccc(C(=O)N(CC)CC)c1
  A: 3%	B: -6%	C: -2%	D: -1%	E: -5%	F: -3%	G: -5%	H: 0%	I: 0	J: -4%	K: 2%
Cc1cc(C)cc(OCC(=O)N/N=C/c2ccccn2)c1
  A: -21%	B: -4%	C: -3%	D: -6%	E: -4%	F: -2%	G: -2%	H: -1%	I: 11	J: 0%	K: -22%
Cc1cc(C)n(-c2nc(NCC(C)O)c3c4c(sc3n2)CCCC4)n1 (centres undefined)
  A: ?	B: 1µM*	C: 19%	D: 0%	E: 6%	F: 6%	G: 16µM*	H: ?	I: 2	J: -11%	K: -34%
CCN(c1ccccc1)S(=O)(=O)c1ccc(NC(=S)NC(=O)c2cccs2)cc1
  A: 3.2µM*	B: 7.1µM*	C: 11%	D: -2%	E: 4%	F: -4%	G: 13µM*	H: -1%	I: 9	J: -14%	K: -38%

Next part:
Letter code – A = RORgamma inh; B = VP16 counter; C = p53 reactivation; D = NPC1 prom act; E = Tb PFK inh; F = Rab9 promoter act; G = ELG1 repair inh; H = FLuc modulator; I = TRPV1 agonist; J = ELG1 genotoxic; K = BRCA1 expr act
Cc1cc(Br)ccc1SCC(=O)Nc1cccnc1
  A: 42%	B: ?	C: -3%	D: -1%	E: -15%	F: 2%	G: ?	H: ?	I: ?	J: -8%	K: 14%
COc1ccccc1-c1c(C#N)c(SCC(=O)N2CCCC2)nc(C)c1C(N)=O
  A: -1%	B: 8%	C: 21%	D: 5%	E: 1%	F: 1%	G: 0%	H: 3%	I: 2	J: 1%	K: ·
COc1ccc(-c2oc3ccc(N4CCOCC4)cc3c2/C=C/c2ccc(OC)c(OC)c2)cc1
  A: 19%	B: 1%	C: ·	D: -2%	E: 4%	F: -1%	G: -3%	H: -9%	I: 1	J: -1%	K: -31%
COn1c(-c2ccccc2)nc2ccc(Cl)cc21
  A: -17%	B: 19%	C: ?	D: ?	E: 3%	F: ?	G: ?	H: 12µM*	I: 20	J: 14%	K: ?
CC1(C)CC2CC(C)(CN2C(=O)COC(=O)c2cccnc2Cl)C1 (centres undefined)
  A: ·	B: ·	C: -1%	D: ·	E: -1%	F: ·	G: ?	H: ·	I: ·	J: -1%	K: 3%
Cc1ccc(C)c(NC(=O)COC(=O)c2ccc3c(c2)OCO3)c1
  A: 12%	B: -1%	C: 1%	D: 0%	E: -3%	F: 2%	G: ?	H: -3%	I: 18	J: 12%	K: -12%
Cc1c(NC(=O)COc2cccc(Cl)c2Cl)c(=O)n(-c2ccccc2)n1C
  A: ·	B: ·	C: -2%	D: 0%	E: 0%	F: -4%	G: 1%	H: -22%	I: 2	J: -3%	K: 5%
COc1ccc(C(C)=O)cc1COC(=O)C1CC(=O)N(Cc2ccccc2)C1 (centres undefined)
  A: 14%	B: 1%	C: 11%	D: -2%	E: -2%	F: 8%	G: -3%	H: 5%	I: 6	J: 10%	K: -14%
CC(C)(C)c1nnc2sc(SCC(=O)N3CCCc4ccccc43)nn2c1=O
  A: -1%	B: -7%	C: -28%	D: 0%	E: -3%	F: 5%	G: -10%	H: 0%	I: -1	J: -1%	K: -29%
COC(CNC(=O)[C@H](CSCc1ccccc1)N1Cc2ccccc2C1=O)OC
  A: 1%	B: -11%	C: -2%	D: -3%	E: -1%	F: 1%	G: -2%	H: 0%	I: 5	J: 24%	K: 0%

Looked up above:
`COc1ccccc1-c1c(C#N)c(SCC(=O)N2CCCC2)nc(C)c1C(N)=O` in TRPV1 agonist is entered as 2
`CC(C)(C)c1nnc2sc(SCC(=O)N3CCCc4ccccc43)nn2c1=O` in Tb PFK inh is entered as -3%

Continuation.
Letter code – A = RORgamma inh; B = VP16 counter; C = p53 reactivation; D = NPC1 prom act; E = Tb PFK inh; F = Rab9 promoter act; G = ELG1 repair inh; H = FLuc modulator; I = TRPV1 agonist; J = ELG1 genotoxic; K = BRCA1 expr act
COc1ccc2nc(NC(=O)CN3C(=O)NC4(CCCC4)C3=O)sc2c1
  A: ·	B: ·	C: 11%	D: 2%	E: -4%	F: -1%	G: ?	H: 12µM*	I: -2	J: 0%	K: -1%
O=C(NCC1CCCO1)c1ccccc1OCc1ccc(F)cc1 (centres undefined)
  A: ·	B: ·	C: 2%	D: 4%	E: -1%	F: -5%	G: 10%	H: 1%	I: ?	J: -3%	K: -16%
COCc1cc(C)nc2oc(C(=O)c3ccccc3)c(N)c12
  A: -15%	B: -18%	C: 2%	D: -1%	E: 3%	F: 3%	G: 1%	H: 17µM*	I: 2	J: 4%	K: -23%
Fc1cccc(CNc2ncnc3ccc(-c4ccc5c(c4)OCO5)cc23)c1
  A: ·	B: ·	C: 19%	D: 3%&-4%	E: -4%&9%	F: 16%&-8%	G: ?	H: -9%&6%	I: ?	J: 1%	K: -40%
CCOCCCn1c(SCC(=O)Nc2cccc(OC)c2)nc2ccccc2c1=O
  A: 8%	B: -1%	C: ·	D: -1%	E: -5%	F: -2%	G: -21%	H: 3%&-6%	I: ?	J: -10%	K: -18%
CCOc1ccc(C2C(C(=O)O)c3ccccc3C(=O)N2CCN2CCOCC2)cc1 (centres undefined)
  A: -9%	B: 2%	C: -2%	D: 4%	E: -3%	F: -9%	G: -7%	H: -5%	I: 5	J: -2%	K: -20%
COc1ccc(SCC(=O)Nc2ccccc2Cl)cc1
  A: -1%	B: -9%	C: 0%	D: 1%	E: 1%	F: -6%	G: 13%	H: 0%	I: 12	J: 0%	K: -21%
CCc1ccccc1N(C(=O)CCC(=O)Nc1cc(C)on1)C(C(=O)NC1CCCC1)c1ccco1 (centres undefined)
  A: ?	B: 9%	C: 1%	D: 17%	E: -7%	F: 0%	G: ?	H: 0%	I: 8	J: -13%	K: -32%
CCc1ccccc1NC(=O)Nc1ccon1
  A: -7%	B: -3%	C: -2%	D: -7%	E: 1%	F: 0%	G: -4%	H: 6%	I: 0	J: 3%	K: -5%
O=C(C[C@H]1C/C=C\C[C@H](NC(=O)OCC2c3ccccc3-c3ccccc32)C(=O)O[C@H](c2ccccc2)CNC1=O)N[C@H](CO)Cc1ccccc1
  A: ·	B: ·	C: -1%	D: ·	E: 0%	F: ·	G: ?	H: ·	I: ·	J: ?	K: -64%
O=C(Nc1sc2c(c1C(=O)O)CCCCC2)c1ccco1
  A: -41%	B: ?	C: 16%	D: 2.8µM*	E: -4%	F: ?	G: ?	H: 4.3µM*	I: 9	J: ?	K: -38%
Cc1nnc(N2CCCCC2)c2ccccc12
  A: -6%	B: -9%	C: -10%	D: -1%	E: -7%	F: 1%	G: 10%	H: 3%	I: 4	J: 1%	K: -9%
